USP1 inh – Inhibitors of USP1/UAF1: Primary Screen. Potency, µM (titrated, usually from 57.1 µM), for the others: top-dose activity change, negative = inhibition, usual class: inhibitors. actives 0.23% (n = 390,000). recombinant USP1/UAF1, Ub-Rhodamine cleavage fluorescence. Ubiquitin carboxyl-terminal hydrolase 1 (Homo sapiens), O94782; also: % is scaled to controls: 0 for no effect and ±100 for the full control effect; nearly all actives have a fitted effect of over 60% in size; inactives centre near -12
Target sequence (O94782 whole entry, looked up): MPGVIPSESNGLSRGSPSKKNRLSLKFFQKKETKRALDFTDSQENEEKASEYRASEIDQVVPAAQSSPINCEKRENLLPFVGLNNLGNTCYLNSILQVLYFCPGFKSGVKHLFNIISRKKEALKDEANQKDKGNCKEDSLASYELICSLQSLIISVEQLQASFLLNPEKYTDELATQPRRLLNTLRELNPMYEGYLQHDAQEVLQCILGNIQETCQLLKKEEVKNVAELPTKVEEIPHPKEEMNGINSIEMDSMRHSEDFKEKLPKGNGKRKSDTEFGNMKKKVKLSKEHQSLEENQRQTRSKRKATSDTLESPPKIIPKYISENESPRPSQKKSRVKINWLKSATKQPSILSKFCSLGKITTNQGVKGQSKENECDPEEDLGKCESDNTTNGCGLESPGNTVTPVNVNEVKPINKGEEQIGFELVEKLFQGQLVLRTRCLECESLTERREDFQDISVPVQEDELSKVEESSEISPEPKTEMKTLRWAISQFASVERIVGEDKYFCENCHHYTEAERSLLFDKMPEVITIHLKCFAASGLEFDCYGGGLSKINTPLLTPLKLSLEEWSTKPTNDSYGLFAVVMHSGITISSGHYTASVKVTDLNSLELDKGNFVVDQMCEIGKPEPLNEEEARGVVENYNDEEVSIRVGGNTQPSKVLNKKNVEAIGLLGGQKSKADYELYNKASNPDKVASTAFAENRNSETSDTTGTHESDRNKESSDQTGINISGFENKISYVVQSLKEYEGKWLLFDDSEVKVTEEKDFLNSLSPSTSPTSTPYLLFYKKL
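In this screen, compounds sit with the deubiquitinase complex (1nM) for 15 min at room temperature before Ub-Rho is added at 150nM final. Fluorescence rise is then followed for 6 reads every 60 seconds.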
TrxR1 substrate – qHTS Assay for Substrates of Mammalian Selenoprotein Thioredoxin Reductase 1 (TrxR1): qHTS; Thioredoxin reductase 1, cytoplasmic (Rattus norvegicus), O89049; purified TrxR1 substrate turnover, NADPH consumption readout; Potency, µM (titrated, usually from 114 µM), without a hit: at the highest dose activity change, negative = substrate turnover; actives 0.01% (n = 390,000); AID 588456, 2011; also: % is scaled to controls: 0 for no effect and ±100 for the full control effect; nearly all actives have a fitted effect of over 50% in size
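Rat TrxR1, dispensed at 90 nM, was prereduced with 400 uM NADPH (final) for 5 min at ~22 deg C, then incubated with compound 15 min before 400 uM selenite. A first-read NADPH fluorescence drop versus no-compound background flagged substrates.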
RGS4 inh – Inhibitors of Regulator of G Protein Signaling (RGS) 4: qHTS; Potency, µM (titrated, usually from 114 µM), inactives show at the highest dose activity change, negative = inhibition, usual class: inhibitors; Regulator of G-protein signaling 4 (Homo sapiens), P49798; actives 0.039% (n = 390,000); Transcreener GDP fluorescence polarization, RGS4-accelerated GTP hydrolysis; also: % is scaled to controls: 0 for no effect and ±100 for the full control effect; nearly all actives have a fitted effect of over 75% in size; some results filed as inactive show a strong effect at the top dose
Target sequence (P49798 whole entry, looked up): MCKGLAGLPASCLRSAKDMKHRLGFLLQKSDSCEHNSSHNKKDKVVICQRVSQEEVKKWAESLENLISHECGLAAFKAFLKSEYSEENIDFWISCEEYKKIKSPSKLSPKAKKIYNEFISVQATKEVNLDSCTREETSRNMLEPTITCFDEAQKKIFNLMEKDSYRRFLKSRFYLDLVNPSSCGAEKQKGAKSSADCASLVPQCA
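MLSMR compounds (23 nl, pin-transferred) preincubated 10 min at room temperature with a 500nM (2x) first reagent, then RGS4 at 900nM (2x) plus Transcreener GDP mix added; fluorescence polarization (620/688 nm) read before and after 90 min at 30 °C.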
Vif-APOBEC3G blk – qHTS for Inhibitors of Vif-A3G Interactions: qHTS; DNA dC->dU-editing enzyme APOBEC-3G (Homo sapiens), Q9HC16; HeLa A3G-eYFP + Vif (tagged APOBEC3G with the HIV-1 protein that degrades it), YFP fluorescence, overnight; AID 602310, 2012; Potency, µM (doses to about 46.1 µM), without a hit: top-dose activity, negative = active, actives largely listed as inhibitors; actives 0.076% (n = 410,000);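 also: % is scaled to controls: 0 for no effect and ±100 for the full control effect; nearly all actives have a fitted effect of over 60% in size; hits raise eYFP signal because A3G escapes Vif-driven loss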
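HeLa cells stably expressing Vif and C-terminally eYFP-tagged A3G, seeded overnight at 37 deg C, then exposed to compound by pintool overnight at 37 deg C. Rise in yellow fluorescence (Ex 488/Em 500-530, Acumen) marks blocked Vif-driven A3G degradation.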
12-LOX inh – Primary qHTS assay for inhibitors of human arachidonate 12S-lipoxygenase (ALOX12): Round 2; Polyunsaturated fatty acid lipoxygenase ALOX12 (Homo sapiens), P18054; actives 1.1% (n = 580,000); Potency, µM (doses to about 108 µM), inactives show at the top dose activity change, negative = inhibition, usual class: inhibitors; purified 12hLO, xylenol orange hydroperoxide absorbance; AID 1671190, 2021; also: % is scaled to controls: 0 for no effect and ±100 for the full control effect
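Purified human 12hLO at 150 nM in 25 mM Hepes, 0.01% Triton X-100, pH 7.0, preincubated 15 min at room temperature with compound. Reaction started with 40 uM arachidonic acid, 30 min at room temperature. Hydroperoxide measured by Fe-xylenol orange, 573/405 nm absorbance ratio.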
mIDH1 inhibitor – qHTS for Inhibitors of mutant isocitrate dehydrogenase 1 (IDH1): qHTS. Potency, µM (top dose mostly 76.6 µM), for the others: at the highest dose activity change, negative = inhibition, hits mostly inhibitors. AID 602179, 2012. IDH1-R132H enzyme, NADPH consumption, diaphorase/resazurin fluorescence. actives 0.093% (n = 390,000). Isocitrate dehydrogenase [NADP] cytoplasmic (Homo sapiens), O75874; also: % is scaled to controls: 0 for no effect and ±100 for the full control effect; nearly all actives have a fitted effect of over 65% in size
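IDH1-R132H (0.5 ug/mL) preincubated 30 min with compound, then NADPH (0.016 mM) and alpha-KG (2 mM) added; 80 min at RT, pH 7.5. Remaining NADPH coupled via diaphorase/resazurin to fluorescence (540/590 nm); concentration-response curves normalized to no-enzyme control.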
RXFP1 agonist – qHTS Assay for Agonists of the Relaxin Receptor RXFP1. HEK293T-RXFP1 cAMP TR-FRET, 30 min; response scale: percent of porcine relaxin response, buffer zero. Potency, µM (series often up to 57.5 µM), for the others: at the highest dose activation, most hits filed as activators. actives 0.3% (n = 370,000). AID 2676, 2010; also: % is scaled to controls: 0 for no effect and ±100 for the full control effect; nearly all actives have a fitted effect of over 60% in size; many of its hits are not listed in these tables
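cAMP rise read by TR-FRET after 30 min, 37C compound exposure (up to 58 uM) in RXFP1-transfected HEK293 cells with Ro 20174 present. EC50 from Hill-equation fits, with 29 nM porcine relaxin as 100% and buffer as basal.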
TrxR1 inh – qHTS Assay for Inhibitors of Mammalian Selenoprotein Thioredoxin Reductase 1 (TrxR1): qHTS. Thioredoxin reductase 1, cytoplasmic (Rattus norvegicus), O89049. actives 1% (n = 390,000). recombinant rTrxR1, NADPH fluorescence consumption, selenite substrate. AID 588453, 2011. Potency, µM (titrated, usually from 114 µM), without a hit: at the top dose activity change, negative = inhibition, hits mostly inhibitors; also: % is scaled to controls: 0 for no effect and ±100 for the full control effect; nearly all actives have a fitted effect of over 65% in size
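Rat TrxR1 (90 nM in the dispensed reagent) was pre-reduced with 400 uM NADPH for 5 min at room temperature, then incubated with compound for 15 min. After 400 uM selenite was added, NADPH fluorescence (Ex 340/Em 450 nm) was followed for 8 min.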
Vif-APOBEC3F blk – qHTS for Inhibitors of Vif-A3F Interactions: qHTS; HeLa A3F-eYFP + Vif (tagged APOBEC3F with the HIV-1 protein that degrades it), YFP fluorescence increase; Potency, µM (highest dose often 46.1 µM), for inactives: at the highest dose activity, negative = active; actives 0.2% (n = 390,000); AID 602313, 2012; also: % of control where 0% means no effect; nearly all actives have a fitted effect of over 65% in size
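Fluorescence increase (Ex 488/Em 500-530) after overnight compound treatment at 37 deg C flags inhibition of Vif-driven A3F-eYFP loss in stable HeLa A3F-eYFP/Vif cells seeded overnight beforehand.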
* marks the source's active call; other numbers are inactive results; ? = inconclusive; . = no result given; & = joins results of further samples; [ ] = dose if it differs, or a comment. Calls follow the shape of the dose curve; as a rule, active = well fitted curve in the direction sought with a large enough effect; inconclusive = small, poorly fitted or top-dose-only effect, or another doubt; inactive = no such curve, though single readings can be large; an effect the other way counts as inactive or inconclusive. Potency is read from the fitted curve at half-maximal effect.

SMILES	USP1 inh	TrxR1 substrate	RGS4 inh	Vif-APOBEC3G blk	12-LOX inh	mIDH1 inhibitor	RXFP1 agonist	TrxR1 inh	Vif-APOBEC3F blk
COc1ccc(NC(=O)N2CCN(CCC#N)CC2)cc1	-5%	5%[57.1 µM]	-10%[11.4 µM]	0%	0%	3%	0.2%	11%[57.1 µM]	3%
COc1cccc(OC)c1Cn1nnc2c(=O)[nH]c(C3CCN(C(=O)c4ccccc4)CC3)nc21	-6%	-3%	-7%	-4%	-1%	8%	-1.2%	4%	1%
O=C(O)CNC(=O)C12CC3CC(CC(Cl)(C3)C1)C2	8%	-2%	0%	1%	20%	-9%	-4.8%	1%[57.1 µM]	-7%
CN(c1ccc(OCC(=O)OCC(=O)NC2CCCC2)cc1)S(=O)(=O)c1ccc2ccccc2c1	-14%	-2%	23%	-2%	1%	-6%	0.7%	27%	11%
COc1ccc(N(CC(=O)N/N=C/c2ccc(N(C)C)cc2)S(=O)(=O)c2ccccc2)cc1	-27%	17%	3%	1%	10%	-5%	-2.0%	16%	2%
Clc1ccccc1OCCn1ccnc1	-6%	-1%	14%	1%	-15%	1%	2.5%	6%	-13%
Nc1ccc(S(=O)(=O)c2cccc(N)c2)cc1	-10%	15%	10%	0%	-7%	7%	-1.3%	24%	4%
CC(=O)N1CCN(c2ccc(C(N)=O)cc2[N+](=O)[O-])CC1	-24%	-5%	-17%	-1%	-7%	4%	1.4%	-3%	?
C[C@H]1CNC(=O)C(=O)N1C[C@H](Cc1ccc(O)cc1)NC(=O)CC12CC3CC(CC(C3)C1)C2	-16%	8%[57.1 µM]	19%	-3%	-38%	-5%	-2.5%	9%[57.1 µM]	3%
CC(C)CNC(=O)c1ccc2c(c1)C(=O)N(Cc1ccco1)C2=O	-10%	-8%[57.1 µM]	-50%	-2%	5%	2%	-5.3%	3%[57.1 µM]	-5%
Cc1ccc(/C=[N+](\[O-])c2ccc(N(C)C)cc2)c2nsnc12	?	-14%	?	-23%	?	21%	-14%	22µM*	15%
COc1ccc(CCNC(=O)c2cc(-c3ccc(C)cc3)nc3n[nH]c(-c4ccc(F)cc4)c23)cc1OC	?	-5%[57.1 µM]	16%	1%	-17%	8%	0.6%	9%[57.1 µM]	-15%
COC(=O)c1c(NC(=O)Cc2ccccc2)sc(C)c1C	2%	-7%	10%	-8%	2%	9%	0.5%	-10%	0%
COC(=O)c1cccc(COC(=O)c2ccccc2NC(=O)c2ccco2)c1	-2%	12%	17%	-3%	7%	2%	1.6%	32%[activator]	-17%
COCCCC1CCN(C(=O)C2CCC(=O)N(C3CCCC3)C2)CC1 (stereo not given)	4%	6%	15%	0%	1%	-2%	-0.9%	8%	-13%
CCN(CC)S(=O)(=O)c1ccc(N2CCOCC2)c(NC(=O)C2COc3ccccc3O2)c1 (stereo not given)	-17%	2%[57.1 µM]	36%	-3%	-13%	-5%	7.5%	8%[57.1 µM]	1%
CCOc1ccc(Sc2cc(C(=O)NC(C)c3ccccc3)c3ccccc3n2)cc1 (stereo not given)	-10%	-1%[57.1 µM]	14%	4%	-20%	-14%	?	12%[57.1 µM]	-2%
CCCCCCCCNCCS(=O)(=O)NN1CCOCC1	-8%	-5%	?	0%	2%	-2%	.	-4%	-1%
S=C(N/N=C1\CCc2ccccc21)NC1CCCCC1	-5%	-5%	15%[56.9 µM]	3%	45µM*	-4%	0.4%	-9%	-5%
O=C(COc1ccc(-c2nnc(N3CCCCC3)c3ccccc23)cc1)N1CCCCC1	-5%	-5%[57.1 µM]	-2%	0%	0%&-3%	-4%	1.5%	-6%[57.1 µM]	-1%
C=CCn1c(=O)/c(=C/c2cc(OC)c(OC)c(OC)c2)s/c1=C(/C#N)c1nc2ccccc2n1C	?	-8%	11%	-8%	0%	0%	12%	-5%	22µM*
O=C(NC1CCCCC1)c1ccc(COc2ccccc2)o1	-14%	-1%[57.1 µM]	-3%	2%	-24%	7%	-0.4%	6%[57.1 µM]	0%
CCOc1ccc(C(CC(=O)O)NC(=O)c2cccs2)cc1 (stereo not given)	-8%	-1%	-20%	-4%	-7%	-1%	-0.3%	2%	4%
COCCn1c(SCC#N)nnc1-c1ccc([N+](=O)[O-])cc1	-21%	-4%	-19%	1%	?	0%	2.4%	-1%	11%
O=C(CSc1nnc(CNc2ccc(F)cc2)n1CC1CCCO1)Nc1ccccc1 (stereo not given)	-15%	-13%	6%	-2%	-12%	7%	1.5%	-13%	-7%
SMILES	USP1 inh	TrxR1 substrate	RGS4 inh	Vif-APOBEC3G blk	12-LOX inh	mIDH1 inhibitor	RXFP1 agonist	TrxR1 inh	Vif-APOBEC3F blk
CC(C)c1ccccc1NC(=S)NC1CCN(Cc2ccccc2)CC1	-14%	5%[57.1 µM]	10%	2%	-11%	17%	-0.5%	-18%[57.1 µM]	-2%
O=C(O)CCSc1nnc(SCC(=O)NC2CCS(=O)(=O)C2)s1 (stereo not given)	-8%	8%[57.1 µM]	11%	2%	?	10%	.	-8%[57.1 µM]	9%
Cc1cc([N+](=O)[O-])nn1CC(=O)Nc1cccc2nonc12	-18%	7%[57.1 µM]	-29%	1%	-22%	5%	?	3%[57.1 µM]	8%
CCc1ccccc1NC(=O)CN1CCN(CC(=O)NCc2ccc(Cl)cc2)CC1	-20%	0%	8%	-1%	?	-4%	-1.1%	11%	-12%
COc1ccc([C@@H]2CC=C(C(=O)O)[C@H](c3ccc(C)cc3)N2S(=O)(=O)c2ccc(C)cc2)cc1OC	-21%	3%	3%	-1%	-10%	-3%	.	11%	-5%
O=C(CCNS(=O)(=O)c1ccccc1)OCC(=O)c1ccc(Cl)cc1	-12%	-9%	-3%	-1%	?	5%	-0.1%	-6%	-19%
COCC(C)n1c(C)cc(C(=O)COC(=O)CN=C2NS(=O)(=O)c3ccccc32)c1C (stereo not given)	-18%	-3%	20%	-1%	-13%	-3%	2.4%	3%	-1%
COC(=O)c1c(NC(=O)/C=C/C(=O)O)sc(C)c1-c1ccc(C)cc1	-23%	-4%[57.1 µM]	10%	-22%	?	-3%	0.1%	-3%[57.1 µM]	9%
C[C@H](CO)N1C[C@H](C)[C@@H](CN(C)S(=O)(=O)c2ccc(F)cc2)Oc2c(NC(=O)Nc3ccc(C(F)(F)F)cc3)cccc2C1=O	-36%	-3%	11%	-8%	-10%	-11%	.	5%	-3%
COc1ccc(S(=O)(=O)c2ccc(OCC3CO3)cc2)cc1 (stereo not given)	-12%	-5%	-13%	2%	3%	7%	0.7%	8%	-1%
CCOCCCNC(=O)c1cc2c(-c3ccc(OC)c(OC)c3)nn(C)c2s1	-27%	4%	-42%	-8%	-19%	-17%	11%	13%	0%
Cc1cc(=O)n2[nH]c(N)c(N=Nc3ccccc3)c2n1	-16%	-14%	-12%	-7%	-19%	5%	0.7%	-7%	-3%
S=C(NCc1ccccc1)N/N=C/c1cccs1	-9%	-4%	0%	0%	1%	-4%	-3.4%	22%	6%
COc1ccc(OC)c(NC(=O)c2nnn(CC(=O)Nc3ccc(C(C)C)cc3)c2N)c1	13%	9%	18%	-22%	-5%	-1%	0.4%	22%	-17%
Cc1onc(-c2ccccc2)c1C(=O)N/N=C(\N)COc1ccc(Cl)cc1	-16%	-2%[57.1 µM]	-6%	-2%	0%	0%	1.2%	-9%[57.1 µM]	2%
COc1ccc(/C=N/N2CCN(C)CC2)cc1OC	-14%	4%[57.1 µM]	22%	-2%	28%	1%	-2.3%	7%	0%
COc1ccc(C[C@H]2CN3C(=NC[C@H]3Cc3ccccc3)N2CCNC(=O)CCC2CCCCC2)cc1	15%	16%[57.1 µM]	16%	-5%	?	6%	-0.9%	27%[57.1 µM]	7%
Cc1nc(-c2c(C(=O)NNC(=O)Nc3c(C)cccc3C)noc2C)cs1	4%	14%[57.1 µM]	8%	1%	22%	-1%	1.7%	4%[57.1 µM]	-2%

TrxR1 inh, what is marked active above.
compound	USP1 inh	TrxR1 substrate	RGS4 inh	12-LOX inh	RXFP1 agonist	TrxR1 inh
Cc1ccc(/C=[N+](\[O-])c2ccc(N(C)C)cc2)c2nsnc12	?	-14%	?	?	-14%	22µM*

Just USP1 inh, for two of the compounds above:
| SMILES | USP1 inh |
| --- | --- |
| CC(C)c1ccccc1NC(=S)NC1CCN(Cc2ccccc2)CC1 | -14% |
| O=C(O)CCSc1nnc(SCC(=O)NC2CCS(=O)(=O)C2)s1 (stereo not given) | -8% |

High-throughput results from PubChem BioAssay.

The list is partial; count on the stated rates, not on these rows.
